TRHR PAM – allosteric enhancers of human TRH receptor. TRHR cells, fluo-8 calcium fluorescence, EC20 TRH enhancement. P34981. AID 493056. actives 0.66% (n = 360,000). enhancement, % at 2 µM; in the data active means enhancement above about 30%; further: 0% is about no effect
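TRHR-expressing cells loaded with fluo-8 calcium dye were read kinetically (ex 480/em 530) during compound addition, then stimulated with an EC20 of TRH (10 nM final). Enhancement of the Gq-mediated intracellular calcium response was scored.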
D2 ag – agonists of human D2 dopamine receptor | P14416 | HEK293 T-REx D2 cells, calcium flux agonist mode | activation, % at 2 µM | actives 0.53% (n = 340,000);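 active means activation over 3 SD above normal in the single-dose calcium agonist read, cut at about 30% in these data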; further: 0% is about no effect
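Calcium-flux readout, 1 cycle/sec over 180 s following compound pin transfer, in inducible HEK293 Trex D2 cells (force-coupled); dopamine controls included. Positive calcium responses during this window marked compounds as potential agonists.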
D2 antag – antagonists of human D2 dopamine receptor; P14416; inhibition, % at 10 µM; AID 485344; actives 2% (n = 340,000); HEK293 TREx D2 cells, calcium flux, dopamine EC80; in the data active means inhibition above about 30%; further: 0% is about no effect
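Inhibition of EC80 dopamine-driven calcium flux, recorded kinetically, defines activity here; cells are a tetracycline-induced HEK293 T-REx line expressing force-coupled D2.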
D2 potentiator – positive allosteric modulators of human D2 dopamine receptor; HEK293 T-REx D2, calcium flux, EC20 dopamine potentiation; actives 0.34% (n = 340,000); potentiation, % at 10 µM;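 active means potentiation over 3 SD above the plate norm, cut at about 30% in these data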; further: 0% is about no effect
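Tetracycline-induced HEK293 T-REx cells force-coupled to calcium signalling expressed D2; compounds were pin-added after a 10 s baseline, read kinetically 180 s, then an EC20 dopamine challenge followed with a further 180 s calcium read.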
D1 PAM – human D1 dopamine receptor positive modulation | AID 504651 | potentiation, % at 10 µM | HEK293 TREx D1 cells, calcium flux, dopamine EC20 potentiation | actives 0.036% (n = 360,000); in the data active means potentiation above about 30%; further: 0% is about no effect
D1 ag – activates the human D1 dopamine receptor; HEK293 T-REx D1 cells, calcium flux, agonist mode; activation, % at 2 µM; actives 1% (n = 360,000); AID 504660; in the data active means activation above about 30%; further: 0% is about no effect
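Inducible HEK293 T-REx D1 cells, force-coupled to calcium signalling, were plated at 4000 cells/well with tetracycline and held overnight at 30 C. After no-wash calcium dye loading, compound-evoked calcium rise over 180 s flagged agonists.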
RXFP1 agonist – RXFP1 (human) receptor agonism; Q9HBX9; HEK293T-RXFP1 cAMP TR-FRET, 30 min; response scale: percent of porcine relaxin response, buffer zero; Potency, µM (highest dose often 57.5 µM), for the others: at the top dose activation, usual class: activators; actives 0.3% (n = 370,000); AID 2676; active means well fitted activation curve with a large enough effect; further: potency means the concentration at half of the fitted maximal effect; on the % scale 0 is the no-effect control and ±100 the full control effect; nearly all actives have a fitted effect of over 60% in size; many of its hits are not listed in these tables
Target sequence (Q9HBX9 whole entry, looked up): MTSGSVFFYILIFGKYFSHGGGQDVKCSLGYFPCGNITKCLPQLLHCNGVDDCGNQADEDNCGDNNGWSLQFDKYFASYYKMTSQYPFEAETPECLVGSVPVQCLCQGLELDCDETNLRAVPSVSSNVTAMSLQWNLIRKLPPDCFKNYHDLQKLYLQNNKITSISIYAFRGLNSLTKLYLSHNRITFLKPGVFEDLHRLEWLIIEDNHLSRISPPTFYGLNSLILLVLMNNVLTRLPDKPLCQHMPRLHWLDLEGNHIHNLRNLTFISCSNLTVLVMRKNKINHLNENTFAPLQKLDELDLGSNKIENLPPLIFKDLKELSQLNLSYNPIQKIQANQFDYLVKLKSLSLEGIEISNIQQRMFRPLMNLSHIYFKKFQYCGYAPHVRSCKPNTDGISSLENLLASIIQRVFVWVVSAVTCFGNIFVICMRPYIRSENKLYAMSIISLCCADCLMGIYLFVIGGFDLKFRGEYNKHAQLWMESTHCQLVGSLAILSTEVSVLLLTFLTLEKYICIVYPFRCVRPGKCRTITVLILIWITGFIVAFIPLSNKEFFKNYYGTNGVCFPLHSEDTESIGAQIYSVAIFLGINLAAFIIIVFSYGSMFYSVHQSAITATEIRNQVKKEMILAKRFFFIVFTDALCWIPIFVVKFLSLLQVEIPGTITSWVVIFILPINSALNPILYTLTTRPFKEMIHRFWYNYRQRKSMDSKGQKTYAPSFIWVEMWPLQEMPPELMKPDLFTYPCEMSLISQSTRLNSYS
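cAMP rise read by TR-FRET after 30 min, 37C compound exposure (up to 58 uM) in RXFP1-transfected HEK293 cells with Ro 20174 present. EC50 from Hill-equation fits, with 29 nM porcine relaxin as 100% and buffer as basal.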
RXFP1 antag – antagonists of human relaxin receptor RXFP1; Q9HBX9; HEK293-RXFP1, relaxin-stimulated cAMP HTRF, 30 min; hits give low values; activity change, negative = inhibition, % at 57.5 µM; actives 0.59% (n = 350,000); AID 1259400;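 active means activity change of -60% or lower, but not beyond a set lower limit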; further: on the % scale 0 is the no-effect control and ±100 the full control effect
D1 antagonist – antagonists of human D1 dopamine receptor; P21728; HEK293 TREx D1 cells, calcium flux, dopamine EC80; hits give low values; activity change, negative = inhibition, % at 10 µM; actives 3.2% (n = 360,000); AID 504652; in the data active means activity change below about -30%; further: on the % scale 0 is the no-effect control and ±100 the full control effect
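Tetracycline-induced HEK293 T-REx cells with force-coupled D1 receptor were loaded with a no-wash calcium dye. Compound was added after a 10 s baseline and read kinetically for 180 s; EC80 dopamine was then added and calcium flux followed another 180 s.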
* marks the source's active call; other numbers are inactive results; x = not tested or not shown; & = joins results of further samples; ! = repeats disagree. Some of the compounds tested; the hit share may differ from the screen's.

SMILES	TRHR PAM	D2 ag	D2 antag	D2 potentiator	D1 PAM	D1 ag	RXFP1 agonist	RXFP1 antag	D1 antagonist
O=C(c1ccc(Cl)c([N+](=O)[O-])c1)N(c1ccccn1)c1ccccn1	3	0.3	6	1	-1	3	1.8%	x	-17
O=c1cc(N2CCCCC2)c(-c2ccccc2)nn1Cc1cccc(F)c1	4	-0.6	1	-1	1	3	-0.7%	-14	-2
COC(=O)C(Cc1c[nH]c2ccccc12)NC(=O)c1ccc2nc[nH]c2c1 (stereo not given)	-4	-0.5	3	13	-3	2	1.1%	5	-10
CC(=O)Nc1ccccc1C(=O)C(=O)Nc1cccc(C(=O)NCc2ccccc2)c1	-7	-0.9	6	-5	7	2	0.8%	-3	3
O=C1CC(c2ccsc2)c2cc3c(cc2N1)OCCO3 (stereo not given)	-12	-0.6	5	1	-4	6	1.7%	x	-5
O=C1CN(S(=O)(=O)c2cccc(C(=O)O)c2)c2ccccc2N1	-2	0.8	4	1	-4	5	-0.7%	-8	3
CCCCC(CCCCl)C(=O)Nc1ccccc1 (stereo not given)	-11	-0.4	4	5	6	3	0.5%	-21	-4
O=C(CSc1ccc(Br)cc1)Nc1ccccc1Oc1ccccc1	-4	x	x	-6	2	14	-0.3%	-11	-9
CCOC(=O)c1c(CSc2ccccc2)n(C)c2ccc(O)c(CN3CCOCC3)c12	0	2.6	-29	-4	-10	2	-4.2%	5	-10
COc1ccc(CCNC(=O)CCc2c(C)nc3cc(-c4ccccc4OC)nn3c2C)c(OC)c1	-2	-1.1	x	3	-5	0	-0.8%	x	-4

Structures shown so far that contain nitrogen in an aromatic ring (five):
SMILES	TRHR PAM	D2 ag	D2 antag	D2 potentiator	D1 PAM	D1 ag	RXFP1 agonist	RXFP1 antag	D1 antagonist
O=C(c1ccc(Cl)c([N+](=O)[O-])c1)N(c1ccccn1)c1ccccn1	3	0.3	6	1	-1	3	1.8%	x	-17
O=c1cc(N2CCCCC2)c(-c2ccccc2)nn1Cc1cccc(F)c1	4	-0.6	1	-1	1	3	-0.7%	-14	-2
COC(=O)C(Cc1c[nH]c2ccccc12)NC(=O)c1ccc2nc[nH]c2c1 (stereo not given)	-4	-0.5	3	13	-3	2	1.1%	5	-10
CCOC(=O)c1c(CSc2ccccc2)n(C)c2ccc(O)c(CN3CCOCC3)c12	0	2.6	-29	-4	-10	2	-4.2%	5	-10
COc1ccc(CCNC(=O)CCc2c(C)nc3cc(-c4ccccc4OC)nn3c2C)c(OC)c1	-2	-1.1	x	3	-5	0	-0.8%	x	-4

The list goes on.
SMILES	TRHR PAM	D2 ag	D2 antag	D2 potentiator	D1 PAM	D1 ag	RXFP1 agonist	RXFP1 antag	D1 antagonist
CCN(CC)c1ccc(/C=N/NC(=O)c2c[nH]c3ccccc23)cc1	1	-0.8	-20	10	1	2	1.4%	0	8
Cc1cc(OC(C)C(=O)Nc2sc3c(c2C(N)=O)CCCC3)ccc1Cl (stereo not given)	35*	-0.2	x	9	0	0	-0.9%	x	3
COc1ccc(C(=O)NC(C)(C)C)cc1S(=O)(=O)N1CCCC1	8	0.5	-3	-4	0	2	0.3%	3	6
COc1ccc(NC(=O)c2ccc3c(c2)c(C)c(C)n3Cc2ccc(F)cc2)cc1	6	-0.2	x	-6	-3	2	0.5%	-12	-12
Cc1c(Cl)cccc1-n1c(SCC(=O)N(C)Cc2ccccc2)nnc1-c1ccncc1	-3	0.1	-9	7	4	0	-0.7%	-6	-9
O=C1C(Cl)=C(N2CCCCCC2)C(=O)N1c1ccccc1	5	-0.9	0	-10	-7	15	1.0%	-13	4
CCOC(=O)c1oc2ccccc2c1COC(=O)CNC(=O)c1ccco1	-4	-0.9	-1	7	-5	3	0.0%	-12	-2
COc1ccc(Cl)cc1-n1c(=S)sc2c(=O)n(-c3ccc(F)cc3)c(SCC(=O)O)nc21	-2	-0.3	-13	16	-6	0	1.0%	-16	4
CNC(=O)C12CC3CC(CC(Cl)(C3)C1)C2	-2	0.5	-5	-7	-3	6	-0.9%	-3	34
O=C(c1ccccc1)C(C(=O)N1CCc2ccccc2C1)n1ccccc1=O (stereo not given)	-2	0.2	-6	4	-2	3	2.2%	4	-2
CCS(=O)(=O)c1ccc2oc(SCC(=O)NCc3ccccc3)nc2c1	-1	0.2	-13	-7	-6	-1	-0.3%	-8	x
CSCCC(N=C(NS(=O)(=O)c1ccc(Br)cc1)c1ccccc1)C(=O)O (stereo not given)	-2	x	x	x	8	4	1.3%	10	4
Cc1ccc(S(=O)(=O)N2CCCN(C(=O)c3cc4ccccc4[nH]3)CC2)cc1	7	2.1	2	12	-8	21	-4.2%	-18	-2
COc1ccc(S(=O)(=O)n2nc(OC(=O)c3ccccc3)cc2N)cc1	-12	0.7	9	-1	2	5	-1.4%	-8	11
Cc1cc(/C(N)=N/OC(=O)c2cccc(Cl)c2)no1	-5	0.3	50*	-1	1	2	-1.7%	2	-4
COC(=O)Nc1c(-c2ccccc2)nc2ccc(Cl)cn12	-4	x	8	12	-1	-1	0.1%	-7	5
COc1cccc(-c2nc(CS(=O)(=O)CC(=O)NCc3ccc(C)cc3)c(C)o2)c1	5	-0.7	x	8	-2	7	0.1%	-26	0
COc1ccc(N2CCN(C(=O)NC34CC5CC(CC(C5)C3)C4)CC2)cc1	-6	-0.3	5	-3	-4	2	-0.8%	-3	-6
O=C1C(=O)N(CCCn2ccnc2)C(c2cccnc2)/C1=C(/O)c1ccc(F)cc1 (stereo not given)	-3	40*	24	-22	-7	7	3.0%	-4	0
CCOC(=O)c1ccc(CNC(=O)C2CCCCC2C(=O)OCC(F)(F)F)o1 (stereo not given)	2	0.2	2	-12	-1	2	0.3%	0	3
CCOc1ccc(N2C(=O)C3C(c4ccccc4F)NN(C(=O)c4ccc(C)cc4)C3C2=O)cc1 (stereo not given)	4	0.2	6	9	-3	6	0.9%	-16	19
CC(C)(C)c1nc(NCCN2CCOCC2)c2nnn(Cc3ccccc3Cl)c2n1	-9	0.5	8	-1	4	1	-1.2%	-6	25
O=C(Cc1csc2ccccc12)NCc1cccc(Br)c1	-8	2.3	x	-29	-4	12	-1.3%	-18	-2
CCSc1nc2ccccc2c(=O)n1-c1c(C)n(C)n(-c2ccccc2)c1=O	6	2.5	0	2	-2	1	-0.9%	3	0
Cn1cccc1/C=N/N1CCN(Cc2ccccc2)CC1	3	0.4	-16	-15	-9	3	-0.4%	7	-1
c1ccc(SCCOCCN2CCOCC2)cc1	-4	0.2	-6	2	3	1	-0.1%	-2	10
S=C(NC1CCCCC1)NC1CC2CCC(C1)N2Cc1ccccc1 (stereo not given)	4	1.2	77*	-9	-4	8	1.7%	-11	-11
Cc1nnc(Sc2cc(C(=O)NCCCN(C)Cc3ccccc3)c3ccccc3n2)s1	1	0.5	7	-5	3	1	-0.2%	2	9
COc1ccc(OCC(=O)Nc2ccc3c(c2)nc2n3CCSC2)cc1	2	-0.1	-26	6	-3	3	1.3%	-3	-7
Cc1[nH]n(-c2ccc(Cl)c(Cl)c2)c(=O)c1CCO	5	-0.2	-10	16	-2	5	-1.6%	-2	15

Sorted by molar mass (largest number first): 3 of the compounds above
SMILES	TRHR PAM	D2 ag	D2 antag	D2 potentiator	D1 PAM	D1 ag	RXFP1 agonist	RXFP1 antag	D1 antagonist
Cc1nnc(Sc2cc(C(=O)NCCCN(C)Cc3ccccc3)c3ccccc3n2)s1	1	0.5	7	-5	3	1	-0.2%	2	9
Cc1[nH]n(-c2ccc(Cl)c(Cl)c2)c(=O)c1CCO	5	-0.2	-10	16	-2	5	-1.6%	-2	15
c1ccc(SCCOCCN2CCOCC2)cc1	-4	0.2	-6	2	3	1	-0.1%	-2	10

The results go on.
SMILES	TRHR PAM	D2 ag	D2 antag	D2 potentiator	D1 PAM	D1 ag	RXFP1 agonist	RXFP1 antag	D1 antagonist
O=C(NCc1ccccc1)c1nc(S(=O)(=O)Cc2ccccc2)ncc1Cl	-10&-8	1.0	x	-4	-6&-2	0&-1	-0.3%&0.3%	-113*!	-41*
CCOc1ccc(NC(=O)CN(C)C(=O)c2c(C)noc2C)cc1OCC	-4	x	x	x	0	2	2.8%	11	9
COc1ccc(CNC(=O)c2cc3cccc4c3n2CC(C)S4)c(OC)c1 (stereo not given)	-7	-0.4	x	6	1	9	0.3%	-24	5
C/C(=N\NC(=O)CN(c1ccccc1)S(=O)(=O)c1ccccc1[N+](=O)[O-])C(C)(C)C	3	-1.1	3	-7	2	2	1.7%	x	6
O=C(CCS(=O)(=O)c1ccc(Cl)cc1)Oc1ccc2c(c1)OCO2	-1	0.0	2	7	1	2	0.7%	-16	-13
CCOC(=O)c1c(NC(=O)CSc2nc(C)cc(C)c2C#N)sc(C(C)=O)c1C	1	0.5	-16	-2	-1	0	18µM*	-9	9
O=C(NC1CCN(Cc2ccccc2)CC1)C1CCCN(S(=O)(=O)c2cccc3nonc23)C1 (stereo not given)	36*	0.4	-9	10	-3	15	1.1%	-12	-15
Cc1cc(-c2n[nH]c(=S)n2/N=C/c2cccs2)n[nH]1	6	0.8	-7	-6	-3	3	-0.3%	5	-19
CC1CC(C)CN(CCC(=O)Nc2ccc(Br)cc2)C1 (stereo not given)	-3	x	x	x	8	10	-1.0%	-7	-9

Compound activity as filed in PubChem BioAssay.
